Compound activity deposited in PubChem BioAssay by several laboratories.
SUMO Mot1 rescue – SUMOylation pathway inhibition by Mot1-301 growth rescue | S. cerevisiae Mot1-301 growth rescue, ATP luminescence, 38.5C; percent above DMSO median, 100 means doubled | growth rescue, % at 18.8 µM | 320,000 compounds, 1% hits;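 active = every valid replicate shows activation above 250% relative to neutral control wells; inactive = the rest, any valid replicate at or below 250%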;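 note: OY570 slx delta 5 strain wells were the positive control but not used for scaling; some compounds called inactive have numbers as strong as hits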
dFosB activator – activators of mouse delta FosB homodimer; purified delta FosB, TAMRA-CDK5 oligo fluorescence polarization; percent of positive-control signal above neutral wells; activation, % at 25 µM; 340,000 compounds, 0.99% hits;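 active = mean activation above about 17%, with every replicate also reaching it, limit read from the data, passing the limit was not always enough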;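 note: fluorescence polarization rise as delta FosB binds a TAMRA Cdk5 AP-1 oligo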
PvdQ acylase – blocks Pseudomonas aeruginosa PvdQ acylase activity | purified PvdQ acylase, fluorescence plate reader | inhibition, % at 10 µM | 340,000 compounds, 0.063% hits | AID 488965; in the data active = inhibition above about 30%, passing the limit was not always enough;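 note: 0% = vehicle neutral wells and 100% = reference inhibitor wells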
Rtt109 Vps75 – inhibitors of Candida albicans Rtt109/Vps75 histone acetyltransferase; Q5AAJ8; purified Rtt109/Vps75, ThioGlo CoA-SH fluorescence, 4 h; inhibition, % at 34.9 µM; 330,000 compounds, 0.16% hits; AID 540336;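 active = inhibition of at least 50% in every replicate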
RTF Ca sens act – cardiac RTF calcium sensitization; 340,000 compounds, 0.24% hits; IANBD-labeled TnC RTF fluorescence at EC20 calcium; 0% EC20 calcium, 100% full calcium; P19429+P45379; activation, % at 7.2 µM;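 active = activation above the mean over all tested compounds plus 3 SD, cut at about 30% in these data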;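 note: rise in fluorescence read as greater calcium sensitivity of cardiac thin filaments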
NSD2 inh – blocks human histone methyltransferase NSD2. O96028. 310,000 compounds, 0.54% hits. inhibition, % at 12.5 µM. NSD2 peptide methylation, AlphaScreen, 120 min; in the data active = inhibition above about 50%
Target sequence (O96028 whole entry, looked up): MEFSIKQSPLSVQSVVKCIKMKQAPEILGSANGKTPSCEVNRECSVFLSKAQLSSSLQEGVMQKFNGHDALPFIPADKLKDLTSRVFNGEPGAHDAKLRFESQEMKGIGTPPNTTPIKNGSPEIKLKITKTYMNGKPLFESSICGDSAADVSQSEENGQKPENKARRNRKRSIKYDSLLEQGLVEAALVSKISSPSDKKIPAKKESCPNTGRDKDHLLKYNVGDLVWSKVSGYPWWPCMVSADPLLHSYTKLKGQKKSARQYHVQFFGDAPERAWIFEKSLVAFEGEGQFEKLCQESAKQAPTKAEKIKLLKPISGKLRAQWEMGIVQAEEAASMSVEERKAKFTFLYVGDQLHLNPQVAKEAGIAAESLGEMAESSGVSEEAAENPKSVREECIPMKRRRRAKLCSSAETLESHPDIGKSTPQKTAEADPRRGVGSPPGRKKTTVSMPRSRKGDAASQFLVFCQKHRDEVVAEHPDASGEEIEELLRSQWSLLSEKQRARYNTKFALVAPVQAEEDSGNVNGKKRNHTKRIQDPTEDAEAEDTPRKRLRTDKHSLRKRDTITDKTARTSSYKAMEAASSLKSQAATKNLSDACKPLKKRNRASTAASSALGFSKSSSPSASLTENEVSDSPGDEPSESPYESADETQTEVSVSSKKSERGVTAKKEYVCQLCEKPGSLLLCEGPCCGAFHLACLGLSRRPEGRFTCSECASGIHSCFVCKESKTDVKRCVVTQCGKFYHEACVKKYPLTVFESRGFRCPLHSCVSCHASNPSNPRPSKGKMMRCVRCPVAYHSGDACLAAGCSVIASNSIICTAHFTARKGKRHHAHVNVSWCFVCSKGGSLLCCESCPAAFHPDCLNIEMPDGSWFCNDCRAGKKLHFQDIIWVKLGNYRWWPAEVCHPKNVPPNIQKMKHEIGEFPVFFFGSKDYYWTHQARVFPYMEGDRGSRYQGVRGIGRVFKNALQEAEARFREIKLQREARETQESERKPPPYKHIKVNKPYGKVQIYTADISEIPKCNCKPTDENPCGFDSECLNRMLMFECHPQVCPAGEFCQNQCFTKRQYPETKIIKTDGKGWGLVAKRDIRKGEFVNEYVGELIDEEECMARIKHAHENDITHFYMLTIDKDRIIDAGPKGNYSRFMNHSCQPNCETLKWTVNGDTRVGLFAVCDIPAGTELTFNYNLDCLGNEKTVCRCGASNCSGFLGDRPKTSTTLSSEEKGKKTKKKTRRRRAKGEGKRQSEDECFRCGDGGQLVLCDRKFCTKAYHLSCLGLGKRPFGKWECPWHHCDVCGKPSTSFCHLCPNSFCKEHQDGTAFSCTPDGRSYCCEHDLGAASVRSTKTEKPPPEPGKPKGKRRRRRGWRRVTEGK
CDK5 p35 inh – blocks human CDK5/p35 kinase activity; Q00535+Q15078; Recombinant CDK5/p35, ADP-Glo luminescence, 60 min; inhibition, % at 10 µM; 330,000 compounds, 0.01% hits;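 active = highest replicate inhibition of at least 50% and at least 75% of replicates reaching 50%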;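 note: plate controls were DMSO neutral control for no effect and GW8510 at 10 µM for full effect; many of its hits are not listed in these tables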
PfHsp90 set2 – inhibits growth of yeast expressing Plasmodium falciparum Hsp90. inhibition, % at 9.4 µM. S. cerevisiae expressing PfHsp90, BacTiter-Glo ATP, 48 h; yeast lacking PDR1 and PDR3 efflux regulators. 310,000 compounds, 0.32% hits;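 active = every replicate shows inhibition above about 80%, whatever the replicate mean, limit read from the data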;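 note: 0% = DMSO neutral controls and 100% = 20 µM radicicol positive controls; yeast relying on Plasmodium falciparum Hsp90 in place of its own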
C-LANA FP – KSHV C-LANA DNA binding inhibition; inhibition, % at 9 µM; 340,000 compounds, 0.078% hits; MBP-C-LANA/FAM-LBS DNA binding, fluorescence polarization;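 active = highest replicate inhibition at or above 60% at 9 µM, even if other replicates fall short; inactive = all replicates below 60% inhibition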;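 note: 0% = neutral control wells and 100% = 4 µM acridine orange control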
Keap1-Nrf2 PPI – disrupts human Keap1 binding to Nrf2 peptide | Q14145 | Keap1 Kelch-Nrf2 peptide fluorescence polarization, 1536-well | inhibition, % at 9.4 µM | 340,000 compounds, 0.15% hits; in the data active = inhibition above about 12%;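 note: human Keap1 Kelch domain with fluorescein labeled Nrf2 9mer peptide probe; 0% = neutral control wells and 100% = peptide positive control; higher means more block of Keap1 binding to Nrf2 peptide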
RTF Ca sens inh – cardiac RTF calcium desensitization. inhibition, % at 7.15 µM. IANBD-labeled cardiac RTF, Ca2+ fluorescence. P19429+P45379. 340,000 compounds, 0.12% hits;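 active = inhibition above the mean inhibition of all tested compounds plus 3 SD, cut at about 17% in these data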;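 note: assay run at fixed EC70 calcium of 1.6 mM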
* marks the source's active call; other numbers are inactive results; . = no result given. Hits appear at their usual frequency. About 3.2% of those tested had a hit in this group.

mol	SUMO Mot1 rescue	dFosB activator	PvdQ acylase	Rtt109 Vps75	RTF Ca sens act	NSD2 inh	CDK5 p35 inh	PfHsp90 set2	C-LANA FP	Keap1-Nrf2 PPI	RTF Ca sens inh
Cc1ccc(C2=Nn3c(COc4ccc(Cl)cc4)nnc3SC2CC(=O)O)cc1 (centres undefined)	145.0	-11.9	-16.1	1.5	-5.7	-8.3	1.3	20.5	-0.6	1.5	-4.3
Cc1ccc(C)c(NS(=O)(=O)c2ccc(OCC(=O)NCC3CCCO3)cc2)c1 (centres undefined)	-6.4	1.5	-0.5	-8.9	2.8	-6.1	-0.3	-22.3	1.3	0.6	-6.2
CC1CCN(C(=O)C2CCCN(S(=O)(=O)c3ccc4c(c3)CC(C)N4C(=O)C3CC3)C2)CC1 (centres undefined)	20.3	-7.8	-1.5	1.1	-0.8	.	-0.3	-0.4	1.0	7.8	-11.6
CC(Oc1ccc(Cl)cc1Cl)C(=O)Nc1ncccn1 (centres undefined)	8.7	4.5	-16.1	-8.4	2.3	2.7	-0.1	3.2	0.7	-4.5	4.7
Cc1ccc(-c2ccc(C(=O)NCCCNC(=O)c3cnccn3)o2)cc1Cl	225.8	-19.8	-20.0	1.7	0.6	-2.1	0.5	-34.3	-0.5	-2.1	0.4
O=C(CSc1ccccc1C(=O)N1CCN(c2ccc([N+](=O)[O-])cc2)CC1)N1CCCC1	-12.0	0.1	-4.0	1.3	-1.1	6.4	1.1	-4.2	-2.3	-1.5	-7.3
COc1ccccc1C(=O)Nc1ccnn1C1CCN(C(=O)c2ccoc2)CC1	3.8	1.6	-6.7	-1.3	-2.1	-0.5	-2.5	-9.0	2.7	-1.2	-4.5
CCOc1ccccc1NC(=O)COc1coc(CN2CCc3ccccc32)cc1=O	1.5	-2.9	-10.9	-15.2	-18.1	2.1	0.7	31.8	-0.1	-0.5	1.0
COc1ccc(-c2cc(C(=O)N3CCc4ccccc4C3)no2)cc1	43.5	-8.7	2.3	-2.3	-3.9	0.5	0.0	-26.9	-0.9	1.2	1.6
Cc1ccccc1SCc1noc(C(=O)NC(C)C)c1C(=O)O	-19.3	0.8	6.3	-8.1	2.2	.	-1.7	-0.6	-0.7	-2.6	1.0
Cc1cc(OCC(=O)Nc2ccncc2)ccc1Cl	4.4	-2.2	9.1	33.0	-2.5	-4.0	-1.0	-10.7	0.2	-1.6	-4.5
CCc1noc(N)c1C(=O)Nc1ccc(F)c(Cl)c1	-9.6	-6.8	-14.5	2.7	1.5	8.9	0.0	-13.2	0.0	-2.4	-6.5
Cc1occc1C(=O)N1CCCC(N2CCN(c3cccc(Cl)c3)CC2)C1 (centres undefined)	-21.2	-9.7	-2.2	-4.4	-4.4	4.5	0.5	20.8	2.2	0.2	4.2
COc1ccccc1N1CCN(C(=O)c2cc(-c3ccc(F)cc3)on2)CC1	-6.0	-10.8	7.0	15.8	-10.0	1.3	-1.0	-3.2	-1.7	-0.7	-4.4
COc1ccc(-n2nnnc2Sc2ccc(S(=O)(=O)N3CCOCC3)cn2)cc1	-11.5	-0.2	0.4	4.9	-7.1	-0.8	1.1	-1.9	1.9	1.8	-22.4
Cc1ccc2nc(-c3ccncc3)cc(C(=O)N3CCOCC3)c2c1	-9.5	-5.2	-13.3	-14.0	2.8	-3.5	-0.3	6.7	0.2	-3.6	-5.3
Cn1c(SCC(=O)Nc2sccc2C(N)=O)nc2ccccc2c1=O	15.9	-5.4	-14.6	-23.6	-3.7	-0.2	0.6	.	-0.8	-7.5	-2.9
Cc1cc(N2CCOCC2)ncc1[N+](=O)[O-]	3.1	6.8	-4.0	.	3.7	-1.0	-1.4	.	0.0	-2.7	-6.2
CC(C)OCCCN(C)C1CCN(S(=O)(=O)c2csc(C(N)=O)c2)CC1	-4.8	1.8	-13.6	0.5	-3.4	-1.1	.	-2.3	-0.3	-1.9	2.2
CCc1ccc2[nH]c(=O)c(C3C(C#N)=C(N)Oc4c3ccc3cccnc43)cc2c1 (centres undefined)	-17.9	-21.8	4.8	0.5	-2.5	2.0	1.0	-11.0	-1.2	-2.3	-3.5
Cc1ccc(O)c(C2=Nc3ccccc3C2(C)C)c1	1.7	0.9	-1.0	-2.2	-2.3	.	-2.0	-22.8	-0.5	5.7	3.2
Cc1ccc2nc(-c3cccc(SC4CCCCC4)c3)c(NCc3ccccc3)n2c1	.	1.8	8.7	-0.3	-3.3	.	4.4	10.3	-0.8	-0.7	-3.2
COC(=O)C1CN(C(=O)COc2ccc(C)c(C)c2)c2ccccc2O1 (centres undefined)	-37.5	-7.2	-14.0	5.1	6.1	-2.4	-1.2	38.8	1.4	-5.2	-3.5
CCCCN1CC(=O)N2[C@H](c3ccc(Cl)cc3)[C@@H]3C(=O)N(CC)C(=O)[C@@H]3[C@]2(C)C1=O	-15.7	0.8	-12.1	1.1	-2.1	.	0.2	0.7	-1.8	-3.8	0.6
CCCCCC1C(=O)CCC1CC(=O)OC (centres undefined)	.	5.4	-12.3	0.7	9.5	.	-0.2	4.8	3.1	4.8	-8.3
CCOC(=O)N1CCN(c2c(NCC3CCN(Cc4cccc(C)c4)CC3)c(=O)c2=O)CC1	2.8	-15.1	-13.4	2.5	4.6	.	0.8	-38.7	-2.0	-4.8	-5.8
Cc1ccc(C(=O)N[C@H](C(=O)Nc2cc(Cl)cc(Cl)c2)C(C)C)cc1	8.7	-4.8	-2.6	-3.1	-1.7	-1.9	-0.3	34.1	-0.8	-3.9	-2.3
CCS(=O)(=O)c1ccc(C(=O)Nc2cccc(Cl)c2)c(Cl)c1Cl	379.7	-10.2	-11.1	2.2	6.5	1.1	-0.2	-19.2	0.2	-4.2	-6.8
CCOc1ccc(C(O)Cn2c(=N)n(CCN3CCCCC3)c3ccccc32)cc1 (centres undefined)	10.3	-0.8	-9.7	8.8	-6.0	7.9	1.4	3.6	0.1	-3.4	-8.1
CCc1ccc(Nc2nc(N3CCOCC3)nc(N3CCOCC3)n2)cc1	-3.4	-1.8	-14.6	2.4	-4.4	-3.5	0.4	-2.4	-1.9	-2.6	-4.7
Fc1ccc(Nc2nc(-c3cccnc3)cs2)cc1	29.2	1.6	-9.8	-4.0	-4.9	0.2	0.1	-2.9	0.2	-1.2	-2.9
CC(C)CC1c2[nH]c3ccccc3c2CCN1CCCn1cccn1 (centres undefined)	25.6	-8.1	-15.9	-8.9	.	1.4	0.7	10.8	-0.4	-0.2	.
CN(C)Cc1c(C(=O)N/N=C/c2cccs2)nnn1-c1nonc1N	11.9	-6.3	1.8	27.1	0.0	2.2	-2.0	-10.2	0.2	-0.8	16.7
Cc1cc(NC(=O)CSCc2ccccc2)no1	7.7	4.1	-17.0	.	0.8	-19.0	-2.6	-4.3	0.3	-2.8	-8.7
O=C(NCC1CCCN1S(=O)(=O)c1cccs1)c1ccc([N+](=O)[O-])cc1 (centres undefined)	-2.6	-3.9	-6.2	-5.6	2.0	-4.2	-1.6	-24.9	0.9	0.0	-8.3
COCCN(CC(=O)NC1CCCCC1)C(=O)CSc1nc2ccccc2o1	0.7	-3.1	-4.1	-7.7	-1.3	-4.1	2.7	-16.8	1.5	4.9	1.1
Cc1ccsc1/C=N/NC(=O)Cc1cc(=O)[nH][nH]1	-2.4	-15.7	6.7	6.9	-4.2	.	-0.6	-4.4	0.8	-3.1	2.0
CCOC(=O)C(NC(=O)CC)(Nc1sc2c(c1C(=O)OC)CCN(C)C2)C(F)(F)F (centres undefined)	-2.9	-3.4	-5.6	-8.6	-3.4	2.2	-3.1	-8.7	-0.6	-4.4	1.5
COc1ccc(/C=N/NC(=O)c2ccccc2O)cc1Cn1cc(Cl)cn1	3.9	15.2	2.0	-3.5	-5.1	0.9	0.6	-14.7	-0.5	3.8	-5.6
CCCNc1c(NS(=O)(=O)c2ccc(Cl)s2)c(=O)oc2ccccc12	5.4	-8.5	2.8	9.5	-2.5	-1.2	-1.0	5.8	0.4	-2.8	-3.5
CCN1CCN(C(c2cccs2)C(C)NS(=O)(=O)c2ccccc2)CC1 (centres undefined)	4.9	-8.5	1.9	2.0	-0.5	.	-0.2	14.5	0.0	-1.1	2.3
O=C(CCC1CCCC1)N[C@@H](Cc1ccc(O)cc1)C(=O)O	12.4	-0.4	-1.6	-2.4	7.3	.	0.6	10.0	-2.0	-2.6	12.3
COCC(C)n1c(SCC(=O)Nc2oc(C)c3c(C)n[nH]c(=O)c23)nc2ccccc2c1=O (centres undefined)	422.9	-8.2	2.8	2.0	-6.2	-2.4	1.2	11.2	1.3	-0.2	-1.1
Cc1csc(NC(=O)C2CCC(C)(C(=O)O)C2(C)C)n1 (centres undefined)	21.9	3.1	-4.1	10.5	-0.1	0.0	1.3	-4.9	0.6	-0.6	-4.8
COc1ccc(C(=O)N[C@H](C(=O)NCc2cccs2)C(C)C)cc1	-4.3	-4.2	3.0	1.4	-0.4	1.2	-2.6	28.7	0.6	3.0	-6.8
Cc1nn(C)cc1CNC(=O)COc1ccc(Cl)cc1Cl	7.0	6.8	-14.7	3.2	-1.7	-5.0	0.3	30.0	1.3	-2.1	-23.8
CCC(=O)c1ccc(OCC(=O)N2CCc3cc(OC)c(OC)cc3C2)cc1	20.9	-0.1	1.4	8.1	-3.4	2.7	1.1	17.4	0.0	-5.1	-5.8
Cc1cccc(-c2nc(CNC(=O)c3ccco3)cs2)c1	-9.5	-3.4	11.9	7.5	-0.3	-2.9	-2.0	-31.6	-2.0	2.3	-7.2
